DUSP3 inh – blocks human VHR1 dual specificity phosphatase; P51452; recombinant VHR phosphatase, pNPP absorbance; inhibition, % at 13.3 µM; 290,000 tested, 0.52% active; AID 1654; in the data active means inhibition above about 50%; further: some compounds called inactive have numbers as strong as hits
Target sequence (P51452 whole entry, looked up): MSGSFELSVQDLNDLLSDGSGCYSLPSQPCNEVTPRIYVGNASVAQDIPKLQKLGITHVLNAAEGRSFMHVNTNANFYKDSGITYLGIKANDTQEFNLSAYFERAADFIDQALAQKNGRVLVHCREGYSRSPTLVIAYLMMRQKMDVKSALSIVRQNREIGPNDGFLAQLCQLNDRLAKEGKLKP
Mtb UGM inh – inhibitors of M. tuberculosis UDP-galactopyranose mutase. P9WIQ1. purified UGM, fluorescence polarization probe displacement. inhibition, % at 10 µM. 320,000 tested, 0.06% active. AID 504406; in the data active means inhibition above about 10%, passing the limit was not always enough; inconclusive means no clear call, values can overlap the other calls
Target sequence (P9WIQ1 whole entry, looked up): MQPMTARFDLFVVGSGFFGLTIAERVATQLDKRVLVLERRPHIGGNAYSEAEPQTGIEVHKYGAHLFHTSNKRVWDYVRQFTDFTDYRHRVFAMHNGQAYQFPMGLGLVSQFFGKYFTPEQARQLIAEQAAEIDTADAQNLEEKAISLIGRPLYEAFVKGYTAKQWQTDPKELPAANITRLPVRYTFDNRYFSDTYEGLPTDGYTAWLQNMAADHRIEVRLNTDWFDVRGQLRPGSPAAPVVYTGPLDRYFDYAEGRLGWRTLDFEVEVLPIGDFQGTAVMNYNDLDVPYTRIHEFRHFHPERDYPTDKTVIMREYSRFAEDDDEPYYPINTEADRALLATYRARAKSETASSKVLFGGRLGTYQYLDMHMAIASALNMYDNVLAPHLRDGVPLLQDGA
MazEF act – MazEF (E. coli) toxin RNase activation. AID 504720. P0AE70. activation, % at 20 µM. FAM/BHQ RNA-DNA oligo cleavage fluorescence, 5 h. 350,000 tested, 0.32% active; in the data active means activation above about 50%
Target sequence (P0AE70 whole entry, looked up): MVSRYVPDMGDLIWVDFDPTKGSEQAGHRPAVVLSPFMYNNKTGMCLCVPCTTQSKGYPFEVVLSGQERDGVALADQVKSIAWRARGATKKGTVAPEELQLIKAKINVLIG
BoNT F protease – blocks Botulinum neurotoxin F light chain protease; 360,000 tested, 0.22% active; AID 588497; inhibition, % at 10 µM; Multiplex microsphere protease cleavage assay, flow cytometry; in the data active means inhibition above about 35%, passing the limit was not always enough; inconclusive means no clear call, values can overlap the other calls; further: plate controls were buffer without enzyme for full effect and enzyme alone for no effect
FBA Mtb inh – inhibitors of M. tuberculosis fructose-bisphosphate aldolase; P9WQA3; purified M. tuberculosis FBA, fluorescence read-out; inhibition, % at 1 µM; 360,000 tested, 2.3% active; AID 588726; in the data active means inhibition above about 27%;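 further: 0% = vehicle and 100% = reference inhibitor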
Target sequence (P9WQA3 whole entry, looked up): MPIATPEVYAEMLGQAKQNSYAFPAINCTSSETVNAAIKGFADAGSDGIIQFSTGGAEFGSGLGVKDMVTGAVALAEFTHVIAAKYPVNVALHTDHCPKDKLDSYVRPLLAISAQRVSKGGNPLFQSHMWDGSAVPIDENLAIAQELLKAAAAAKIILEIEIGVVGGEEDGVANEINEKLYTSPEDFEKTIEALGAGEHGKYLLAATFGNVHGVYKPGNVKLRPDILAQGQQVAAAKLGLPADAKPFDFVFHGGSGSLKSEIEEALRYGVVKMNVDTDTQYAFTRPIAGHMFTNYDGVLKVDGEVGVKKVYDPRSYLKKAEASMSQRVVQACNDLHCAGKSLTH
CCHFV vOTU inh – CCHFV vOTU protease inhibition. inhibition, % at 11.5 µM. AID 651958. Pep-AMC fluorescence. 370,000 tested, 0.55% active; further: 0% = vehicle wells with enzyme and 100% = no enzyme wells
BioA inh – inhibitors of Mycobacterium tuberculosis BioA enzyme | purified M. tuberculosis BioA enzyme, plate reader | inhibition, % at 9.99 µM | 360,000 tested, 0.096% active; in the data active means inhibition above about 40%; inconclusive means no clear call, values can overlap the other calls
Rv3671c protease – inhibits the M. tuberculosis serine protease Rv3671c. P9WHR9. inhibition, % at 5.96 µM. 320,000 tested, 0.048% active; in the data active means inhibition above about 38%;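 further: extracellular domain of Rv3671c used as enzyme; 0% = enzyme with DMSO and 100% = no enzyme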
FadD28 binding – blocks FadD28 binding to the bisubstrate probe; fluorescence polarization; inhibition, % at 12.5 µM; 360,000 tested, 0.22% active; AID 588549; in the data active means inhibition above about 8.5%, passing the limit was not always enough; inconclusive means no clear call, values can overlap the other calls
GDH-TPI counter – counter-screen for M. tuberculosis FBA inhibitors: GDH-TPI coupled enzymes; 360,000 tested, 1.2% active; inhibition, % at 4.8 µM; GDH-TPI coupled enzyme counterscreen, NADH absorbance; AID 588335;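 further: 0% = DMSO wells and 100% = wells lacking the enzyme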
Active calls of the source: *; ? = inconclusive; · = no result given. Unless noted, no stated cut-off is given here; in the data, active means inhibition above about 30%; inactive means the rest.

SMILES | DUSP3 inh | Mtb UGM inh | MazEF act | BoNT F protease | FBA Mtb inh | CCHFV vOTU inh | BioA inh | Rv3671c protease | FadD28 binding | GDH-TPI counter
CCOc1ccc(NC(=O)C23CC4CC(C2)CC(c2ccccc2)(C4)C3)cc1 | 25 | 0.6 | 2 | -3 | -2 | -2 | -1.8 | -16 | -2.5 | 2
C=C(C)C1CC=C(C)/C(=N/NC(=O)CNc2ccc(C)cc2C)C1 (stereo not drawn) | -5 | 0.6 | 5 | -4 | -2 | 7 | · | 7 | -0.4 | 7
CC(C)(O)C#Cc1ccc(C(=O)N2CCC(C(N)=O)(N3CCCCC3)CC2)o1 | 25 | · | -3 | 0 | 0 | 7 | -0.6 | · | -0.8 | 0
Cc1sc(N)nc1-c1ccccc1 | 4 | -0.1 | 0 | -8 | 3 | 8 | -0.1 | 5 | -3.8 | 7
Cc1cc(C)nc(SCC(=O)c2ccc(C)c(C)c2)n1 | -23 | 2.4 | -1 | -11 | 4 | -8 | 0.2 | 6 | 0.3 | -1
CCC(NS(=O)(=O)c1ccc(C)cc1)C(=O)O (stereo not drawn) | 14 | 1.6 | -37 | 1 | 3 | -12 | -2.1 | 2 | -1.1 | 3
O=C(Nc1cc(Sc2ccccn2)cc([N+](=O)[O-])c1)c1ccc([N+](=O)[O-])cc1 | 21 | 1.5 | -34 | 20 | 0 | 6 | -7.2 | -18 | -1.8 | 18
COc1cccc(C(=O)Nn2cnnc2)c1 | 15 | 3.2 | -1 | -7 | -2 | -3 | · | -3 | -3.6 | 0
CN(CCNC(=O)c1cn(C)c2ccc(S(=O)(=O)N(C)C)cc2c1=O)CCc1ccccc1 | 17 | 1.6 | 8 | 4 | 0 | 18 | 0.5 | 0 | -3.4 | 7
O=C(COc1cccnc1[N+](=O)[O-])Nc1ccc2c(c1)OCO2 | -5 | 0.3 | 0 | 0 | 5 | 3 | · | -2 | -2.2 | 3
CC(=O)Nc1ccc(Nc2nc(C)c([N+](=O)[O-])c(Nc3ccccc3)n2)cc1 | 6 | 0.0 | 15 | -2 | -8 | 13 | · | -5 | -2.5 | 4
COc1ccc(S(=O)(=O)N2CCC[C@H]2C(=O)NC2=NCCS2)cc1 | 11 | 2.9 | 7 | -6 | -1 | -5 | -1.0 | -7 | -1.6 | 9
Cc1cc(C)cc(CC(=O)N2CCC2(C)C(=O)NS(=O)(=O)c2ccccc2Cl)c1 (stereo not drawn) | · | · | · | 1 | 1 | 1 | -0.2 | · | -0.8 | 0
C[N+]1(C)CCN(c2ccccc2)CC1 | 1 | -0.7 | 5 | -12 | 4 | 5 | 1.9 | -1 | -1.9 | 2
CC(C)c1ccc(OCC(=O)NNC(=O)c2cnccn2)cc1 | 0 | -1.1 | 1 | -9 | -3 | 2 | · | 5 | -2.3 | 2
CN1CCN(c2ccc(NC(=O)c3cccc(S(=O)(=O)N4CCCC4)c3)cc2)CC1 | · | 0.7 | 4 | -24 | 1 | 8 | -0.4 | 6 | 0.3 | 9
CCOc1ccc(OCC(=O)NCCc2nc3ccccc3[nH]2)cc1 | 32 | -1.0 | 9 | -2 | 2 | 10 | -0.4 | -4 | 1.4 | 5
COc1ccccc1OCCNC(=O)c1ccc2c(c1)OCCO2 | · | -1.2 | 3 | -1 | -1 | 1 | 0.8 | -5 | -3.9 | 10
CCC(C)NC(=O)C1CCC(=O)N(c2ccc3c(c2)OCO3)C1c1ccc(OC)cc1 (stereo not drawn) | 7 | 0.8 | 6 | 3 | 2 | 3 | -1.6 | 1 | -0.4 | 1
Cc1ccc(-n2[nH]c(C)c(C=Nc3ccc(Br)cn3)c2=O)cc1 | 15 | -1.2 | 9 | 4 | 0 | -3 | 3.8 | 8 | -0.9 | 3

Reprinted from the part before: three compounds, then new ones.
SMILES | DUSP3 inh | Mtb UGM inh | MazEF act | BoNT F protease | FBA Mtb inh | CCHFV vOTU inh | BioA inh | Rv3671c protease | FadD28 binding | GDH-TPI counter
COc1ccccc1OCCNC(=O)c1ccc2c(c1)OCCO2 | · | -1.2 | 3 | -1 | -1 | 1 | 0.8 | -5 | -3.9 | 10
CCC(C)NC(=O)C1CCC(=O)N(c2ccc3c(c2)OCO3)C1c1ccc(OC)cc1 (stereo not drawn) | 7 | 0.8 | 6 | 3 | 2 | 3 | -1.6 | 1 | -0.4 | 1
Cc1ccc(-n2[nH]c(C)c(C=Nc3ccc(Br)cn3)c2=O)cc1 | 15 | -1.2 | 9 | 4 | 0 | -3 | 3.8 | 8 | -0.9 | 3
CC1CCCCN1S(=O)(=O)Cc1ccccc1Cl (stereo not drawn) | -3 | 0.2 | 4 | ? | -1 | -6 | -0.2 | · | -3.6 | 4
NC(=O)c1c(NC(=O)CN2CCOCC2)sc2c1CCC2 | 12 | -2.5 | 1 | 2 | -2 | 7 | 8.4 | 5 | -2.2 | 19
N#Cc1ccc(OCC(O)CS(=O)(=O)c2ccc(F)cc2)cc1 (stereo not drawn) | 7 | -1.6 | 14 | -2 | -7 | 6 | -2.0 | 4 | -4.4 | -2
CCCCCCC(=O)Nc1nnc(CC)s1 | 4 | 0.5 | -1 | 8 | -1 | 1 | -0.5 | -6 | -4.7 | -4
C=CCNC(=O)c1ccc(Cn2cc(C(F)(F)F)ccc2=O)cc1 | -16 | 1.6 | 4 | -6 | -1 | -2 | -2.3 | -15 | 0.3 | -2
CC(C)C[C@H](NC(=O)OCC1c2ccccc2-c2ccccc21)C(=O)O | · | · | 2 | -8 | 0 | 7 | -0.5 | · | -2.3 | 12
CC(C)[C@H](NC(=O)C1CCN(C(=O)[C@H](Cc2ccccc2)NC(=O)OC(C)(C)C)CC1)C(=O)O | 24 | -1.1 | 10 | -14 | 4 | 6 | -0.8 | -1 | -1.0 | 9
CCOC(=O)C1CCN(C(=O)Cn2nc(C)n3nc(-c4ccc(CC)cc4)cc3c2=O)CC1 | 13 | 0.8 | 5 | 1 | 0 | 6 | -0.9 | -6 | -0.8 | 0
CN1CCN(c2nc3cc(N4CCOCC4)ccc3s2)CC1 | · | · | 2 | 0 | 2 | 9 | 2.1 | · | 1.2 | -13
COc1ccccc1CNC(=O)c1cc2c(C)nn(Cc3ccc(F)cc3)c2s1 | 45 | -4.3 | -15 | -5 | 2 | 8 | -1.4 | -53 | -2.0 | 18
Cc1ccc(F)cc1NC(=O)c1sc2ncn(CC(=O)N3CCN(c4ccccn4)CC3)c(=O)c2c1C | -6 | 0.3 | -4 | 1 | 6 | 17 | -0.3 | -2 | -8.2 | 16
O=C(Cc1ccccc1)Nc1ccccc1C(=O)N1CCCCC1 | 28 | -0.4 | 2 | -8 | 1 | 18 | -1.7 | 3 | -0.7 | 1
CCOc1cc(N2CCOCC2)c(OCC)cc1NC(=O)CN1C(=O)NC2(CCCCC2)C1=O | · | 1.7 | 1 | -13 | 0 | 5 | 0.0 | -7 | -1.0 | -3
COc1ccccc1C(=O)n1nc(C)cc1C | 19 | 0.1 | 1 | -22 | -2 | 1 | -0.7 | 1 | -1.4 | 0
O=C(OCc1ccccc1)N1CCC2CC1c1cc(N3Cc4ccccc4-n4nncc4C3)ccc12 (stereo not drawn) | · | · | 0 | 0 | 0 | 21 | -2.5 | · | 0.2 | 14
Oc1oc(-c2cccc3ccccc23)nc1/C=N/c1nccs1 | 25 | 2.3 | 5 | -2 | -6 | 0 | -3.1 | -13 | -2.0 | 13
Cc1nc(-c2ccc(S(=O)(=O)Nc3cc(F)ccc3F)cc2)co1 | 25 | 4.8 | -11 | -1 | 3 | 10 | 0.5 | 3 | 1.0 | 6
O=C(CNC(=O)c1cccc(F)c1)OCCOc1cccc(Cl)c1 | · | 0.1 | 2 | 3 | -2 | -5 | 10 | 6 | -1.6 | 5
O=C(/C=C/c1ccc2c(c1)OCO2)c1ccc(F)cc1 | 1 | -0.1 | 1 | 1 | -1 | -2 | -0.8 | 0 | -2.3 | 6
O=C(O)C1CCN(c2nc(-c3ccccc3)nc3c2oc2ccccc23)CC1 | 12 | -0.6 | 2 | -3 | 3 | 1 | 1.3 | -1 | -2.3 | 5
Cc1ccc(NC(=O)Cc2cc(C(=O)O)c3ccccc3n2)c(C)c1 | 42 | -1.0 | 8 | -2 | -1 | 16 | · | 5 | 1.0 | 17
Cc1ccsc1CN(C)C(=O)c1ccc(Oc2ccccc2)cc1 | 26 | -1.2 | -8 | 16 | 3 | 8 | · | -10 | 0.1 | 7
CCn1c(=O)c2c(cnn2C)c2ccccc21 | 21 | -0.1 | 10 | 12 | -4 | 18 | -5.5 | -4 | 1.0 | 0
O=C(COc1ccc(Cl)cc1Cl)NC(=S)N1CCCc2ccccc21 | -27 | 2.0 | -6 | -6 | 5 | 7 | · | 1 | 0.2 | 23
CNc1ccc(/C=C/C(=O)c2cccc3ccccc23)cc1[N+](=O)[O-] | -8 | -0.2 | -1 | -15 | 6 | 7 | · | 3 | 0.3 | 13
Cc1c(/C=N/NC(=O)C(C)(C)Oc2ccc(Cl)cc2)cnn1C | -19 | -0.5 | 2 | -11 | 0 | 7 | 24 | 1 | -0.5 | 3
CC(c1ccccn1)N(Cc1ccco1)C(=S)Nc1cccc(F)c1 (stereo not drawn) | -2 | -3.0 | -2 | -6 | 4 | 6 | -1.9 | -10 | -1.5 | 10
COc1ccc(NC(=O)/C=C/C(=O)O)cc1Cl | 5 | 2.4 | 2 | -6 | 1 | -8 | 1.6 | 10 | -0.6 | 2
CC1=N/C(=C\c2ccc([N+](=O)[O-])cc2)C(=O)N1c1ccc(Br)c(C)c1 | 4 | -1.0 | -2 | -5 | -3 | 18 | -1.1 | -4 | -3.5 | 39*
CCCCOc1ccc(N(CC(=O)NC2CCCCC2)C(=O)CCC(=O)Nc2ccccn2)cc1 | -7 | -2.5 | 1 | 0 | -1 | 1 | -0.5 | 8 | -1.0 | 2
CCOC(=O)c1c(NC(=O)CSc2nc3ccccc3o2)sc(C(C)=O)c1C | 4 | 3.5 | -7 | -10 | -3 | -12 | · | -8 | -3.3 | 4
COC(=O)C1CC(O)CN1C(=O)Nc1cccc(C(F)(F)F)c1 (stereo not drawn) | -20 | -1.5 | -27 | 0 | 2 | -5 | -0.4 | -7 | 0.4 | 12
Cc1cccc(NC(=O)c2nc[nH]c2C(=O)NCCCCCNC(=O)OC(C)(C)C)c1 | · | 0.8 | 11 | 0 | 2 | 2 | -6.5 | -29 | -1.9 | 0
O=C(COC(=O)c1ccc(Cl)nc1)Nc1c(Cl)cccc1C(F)(F)F | · | -4.1 | -12 | -1 | 5 | -1 | -0.5 | -5 | -1.3 | 8
Cc1ccnc(NS(=O)(=O)c2ccc(NC(=O)C34CC5CC(CC(C5)C3)C4)cc2)n1 | 27 | -0.8 | 10 | 14 | -4 | -22 | -4.8 | -8 | 1.2 | 8
C=CCOc1cccn2c(N(C)C(=O)c3ccc(OC)cc3)c(CC)nc12 | · | · | · | -2 | -1 | -12 | -0.6 | · | 0.5 | 4
C=CCn1c(=O)n(CCOC)c(=O)c2sc3ccccc3c21 | 11 | 0.9 | 15 | -1 | 38* | -17 | -0.9 | 2 | 2.9 | 11
COc1cccc(NC(=O)CN(C)C(=O)c2cc(C)on2)c1 | · | -0.1 | 6 | · | -2 | 8 | -0.2 | 5 | -3.5 | -7
Cc1ccc(S(=O)(=O)N2CCN(C(=O)c3c(-c4ccccc4)noc3C)CC2)cc1 | -4 | -3.1 | -3 | -2 | 2 | -2 | -0.8 | -2 | 1.5 | 8
COc1ccccc1NC(=O)CSc1nnnn1C | 15 | -1.1 | -4 | 6 | 1 | -12 | 0.0 | 0 | -2.1 | 2
N#CC1=C(SCC(=O)c2ccc(Br)cc2)NC2=C(C(=O)CCC2)C1c1ccco1 (stereo not drawn) | -11 | 0.0 | 16 | -21 | 1 | 9 | 16 | -14 | 0.4 | 20
O=C(Nc1cccc(-c2nnc(-c3ccccc3)o2)c1)C1CCCO1 (stereo not drawn) | -13 | 2.2 | 5 | -10 | 3 | 7 | 1.3 | -2 | -7.1 | -7

Source: PubChem

Hits appear at their usual frequency; overall some 4.9% were active at least once.
